Hep lipid drop: hepatic lipid droplet formation modulation. AML12 mouse hepatocytes, oleate lipid droplets, BODIPY imaging. inhibition, % at 6.5 µM. 240,000 tested, 0.4% active. AID 1656;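 active = lipid droplet intensity inhibited by at least 50%, with more than 500 cells counted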
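System: AML12 hepatocytes (mouse). Probe or stimulus: oleic acid at 100 µM to induce lipid droplet formation. Times: overnight treatment with compound plus oleate. Detection: Image-based BODIPY and DAPI two-channel analysis. Evaluation: percent inhibition of filter-corrected integrated lipid droplet intensity per well.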
Ins promoter up: MIN6 insulin promoter up-regulation; MIN6 insulin promoter-GFP reporter, high-content imaging; stronger effect = higher value; z-score at 5 µM; 190,000 tested, 0.3% active; AID 1625;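 active = z-score above 3 at 5 µM with at least 500 cells counted in the well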
Yfh1-depleted yeast: enhancers of respiration in Yfh1-depleted yeast, dose response, Friedreich's ataxia, plus single-dose screen (AID 1465). fold induction at 50 µM; hits with a dose series show EC50 in µM. S. cerevisiae Yfh1-off respiration, WST-1 reduction, 72 h; higher fold induction means a stronger effect. 220,000 tested, 0.074% active;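 active = fold induction of absorbance versus untreated yeast above a set limit, then at least 30% activation at any dose in follow-up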;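 note: activators that raise dye reduction in frataxin-depleted yeast; strong numbers were not always called active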
Ins promoter up cell count: further read-out of Ins promoter up, marked with its call; cell count; measured here: cytotoxicity, nuclei count;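 total cells summed across four imaged fields per well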
Hep lipid drop cells 6.5 µM: recorded beside Hep lipid drop, whose call it bears; cell count; measured here: cell count, cytotoxicity flag;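 cells counted across two imaged fields per well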
* hit, by the source's call.

For COCCN1C(=O)N[C@@H](c2cccs2)C(C(C)=O)=C1C the results were Yfh1-depleted yeast inactive.
Screening CNC(=O)[C@@]1(Cc2ccccc2)C=C[C@@H](C)N1C(=O)OC returned Yfh1-depleted yeast inactive.
CCCCNC(=O)c1c(CSc2ccc(Cl)cc2)noc1C(=O)NCc1ccccc1 was read as Yfh1-depleted yeast inactive.
`Cc1[nH]cnc1CN1CCc2c(c3ccccc3n2C)C1=O` gave Yfh1-depleted yeast inactive.
`CCC(=O)OC1(C)C(=O)C=C2C=C(C3CC3)OC=C2C1=O` (stereo not given) gave Yfh1-depleted yeast inactive.
Screening COCCNC(=O)C1Nc2ccc(C(F)(F)F)cc2C2C=CCC12 (stereo not given) returned Yfh1-depleted yeast inactive.
For O=C(NCCNCCO)C1(C(F)(F)F)C/C(=C\CCO)CCCO1 (stereo not given) the results were Yfh1-depleted yeast inactive.
O=[N+]([O-])c1cc(-c2csc(NC(CO)c3nc4ccccc4n3CCOCCO)n2)ccc1Cl (stereo not given) was read as Yfh1-depleted yeast inactive.
Screening CCOC(=O)C[C@H]1c2cc(F)ccc2S(=O)(=O)N1C1CCCC1 returned Yfh1-depleted yeast inactive.
Screening COC(=O)C1=C(C)N(CCCC(=O)O)C(=O)NC1c1cccc(Cl)c1Cl (stereo not given) returned Yfh1-depleted yeast inactive.
Screening CC1(C)C2CC[C@]3(C)C(CC=C4[C@@H]5C[C@@](C)(CO)CC[C@]5(C(=O)O)CC[C@]43C)[C@@]2(C)CC[C@@H]1O (stereo not given in full) returned Yfh1-depleted yeast inactive.
For C#CCSc1nnc(C)c(C)n1 the results were Yfh1-depleted yeast inactive.
CCCNC(=O)C1(CC2CC(c3ccccc3)=NO2)CCN(C(=O)Cc2ccc(F)cc2)CC1 (stereo not given) was read as Yfh1-depleted yeast inactive.
`O=C(NCCc1nc(-c2ccccc2Cl)no1)C1CCCCC1` gave Yfh1-depleted yeast inactive.
For O=C(CCCCC(=O)Nc1c(I)cc(I)c(C(=O)O)c1I)Nc1c(I)cc(I)c(C(=O)O)c1I the results were Yfh1-depleted yeast inactive.
`COc1ccccc1CNC(=O)C1CC2Cn3c(nc4cc(Cl)c(Cl)cc43)C2N1C` (stereo not given) gave Yfh1-depleted yeast inactive.
`C[C@H]1CCC[C@@]2(O[C@@H](CCO)C[C@H](O)[C@H]2O)O1` gave Yfh1-depleted yeast inactive.
COC(=O)C1=C(C(=O)OC)[C@@H]2Nc3ccccc3[C@@]23C[C@@H](C(=O)OC)N(C(=O)COCc2ccccc2)C3=N1 was read as Yfh1-depleted yeast inactive.
Screening O=C(NCC1CC1)[C@]1(C(F)(F)F)C[C@H](CCC2CCCCC2)CCCO1 returned Yfh1-depleted yeast inactive.
Cc1ccc(-c2csc(NCCc3nc4cc(Cl)c(Cl)cc4n3CCOCCO)n2)cc1 was read as Yfh1-depleted yeast inactive.
`CCO[C@H]1OC(C(=O)NCc2nc3ccccc3[nH]2)=C[C@@H](c2cn(C(C)=O)c3ccccc23)[C@@H]1CCCO` gave Yfh1-depleted yeast inactive.
OCCNc1nc(Nc2ccccc2OC(F)(F)F)nc(N2CCCC2)n1 was read as Yfh1-depleted yeast inactive.
`COC(=O)C[C@H]1c2ccc(C(F)(F)F)cc2S(=O)(=O)N1Cc1ccccc1` gave Yfh1-depleted yeast inactive.
COc1cc2sc3ccc(-c4ccc5[nH]ccc5c4)cc3c(=O)c2cc1OC was read as Yfh1-depleted yeast inactive.
For CC1(c2nnc(Cc3ccccc3)o2)CC(c2c(Cl)cccc2Cl)=NO1 (stereo not given) the results were Yfh1-depleted yeast inactive.
`CCOc1ccc(-c2nc3c(s2)CCc2onc(-c4ccc(OC)cc4)c2-3)cc1` gave Yfh1-depleted yeast inactive.
`COC(=O)C1=C(C)N(CCCC(=O)O)C(=O)NC1c1ccc(Cl)cc1` (stereo not given) gave Yfh1-depleted yeast inactive.
CC1(C)S[C@@H]2[C@H](NC(=O)COc3ccccc3)C(=O)N2C1C(=O)OCc1ccccc1 (stereo not given in full) was read as Yfh1-depleted yeast inactive.
`COC(=O)CCCC1=CC2=CC(=O)C(C)(OC(=O)c3ccc(Cl)nc3)C(=O)C2=CO1` (stereo not given) gave Yfh1-depleted yeast inactive.
Screening CCC/C=C(\CCC)C(NC(=O)c1ccc(C(F)(F)F)cc1)c1ccccc1 (stereo not given) returned Yfh1-depleted yeast inactive.
`O=C(O)C1=CCNCC1` gave Yfh1-depleted yeast inactive.
`COC(C[C@@H]1O[C@@H]1C(=O)[C@@H](C)OCc1ccccc1)OC` gave Yfh1-depleted yeast inactive.
`O=C(NCc1cccc(C(F)(F)F)c1)c1cc(-c2ccccc2)nn1CC1CC(c2cccnc2)=NO1` (stereo not given) gave Yfh1-depleted yeast inactive.
Screening CC1(C)c2[nH]c3ccccc3c2C[C@@H]2C(=O)N(Cc3ccccc3Cl)C(=O)N21 returned Yfh1-depleted yeast inactive.
Screening O=C(NCc1cc(C(F)(F)F)cc(C(F)(F)F)c1)C1CC(c2ccccc2F)=NO1 (stereo not given) returned Yfh1-depleted yeast inactive.
COc1ccc(-c2ccncc2)cc1OC was read as Yfh1-depleted yeast inactive.
CC(C)c1ccc(NC(=O)C(c2ccccc2)N(C)C(=O)CCc2c[nH]c3ccccc23)cc1 (stereo not given) was read as Yfh1-depleted yeast inactive.
O=C1O[C@@H]([C@H](O)CO)C(O)=C1O was read as Yfh1-depleted yeast inactive.
`CNC(=O)c1cc2c(cn1)[nH]c1ccccc12` gave Yfh1-depleted yeast inactive.
For O=C(c1cccc(Cl)c1)N1CCC(=O)N(C(CO)Cc2ccccc2)CC1 (stereo not given) the results were Yfh1-depleted yeast inactive.

Fetched by compound from the list above:
COc1ccc(-c2ccncc2)cc1OC was read as Yfh1-depleted yeast inactive.
For O=C(c1cccc(Cl)c1)N1CCC(=O)N(C(CO)Cc2ccccc2)CC1 (stereo not given) the results were Yfh1-depleted yeast inactive.
CC(C)c1ccc(NC(=O)C(c2ccccc2)N(C)C(=O)CCc2c[nH]c3ccccc23)cc1 (stereo not given) was read as Yfh1-depleted yeast inactive.
Screening O=C(NCc1cc(C(F)(F)F)cc(C(F)(F)F)c1)C1CC(c2ccccc2F)=NO1 (stereo not given) returned Yfh1-depleted yeast inactive.
`O=C(NCc1cccc(C(F)(F)F)c1)c1cc(-c2ccccc2)nn1CC1CC(c2cccnc2)=NO1` (stereo not given) gave Yfh1-depleted yeast inactive.

Further compounds.
OCCNc1nc(Nc2ccccc2Cl)nc(N2CCCC2)n1 was read as Yfh1-depleted yeast inactive.
O=C1N[C@H](Cc2ccccc2)C(=O)N[C@H]1Cc1cn(S(=O)(=O)c2ccccc2)c2ccccc12 was read as Yfh1-depleted yeast inactive.
For CCOC(=O)C1=C(COCCN)NC(C)=C(C(=O)OC)C1c1ccccc1Cl (stereo not given) the results were Yfh1-depleted yeast inactive.
Screening O=c1c2ccccc2oc2cc(-c3ccc4[nH]ccc4c3)ccc12 returned Yfh1-depleted yeast inactive.
O=C(Nc1ccc2c(c1)OCO2)c1ccc2c(c1)S(=O)(=O)c1ccccc1C2=O was read as Yfh1-depleted yeast inactive.
For COC(=O)C1=C[C@@H](C(=O)OC)[C@@H]2C3=C(C(=O)[C@@]2(C)NC(=O)c2ccccc2)[C@H](C)C(C(=O)OC)=C(C(=O)OC)[C@@H]3C1 the results were Yfh1-depleted yeast inactive.
O=C(NCc1cccs1)c1cc(-c2ccccc2)nn1CC1CC(c2cccc([N+](=O)[O-])c2)=NO1 (stereo not given) was read as Yfh1-depleted yeast inactive.
For COCCNC(=O)c1ccc2c(c1)S(=O)(=O)c1ccccc1C2=O the results were Yfh1-depleted yeast inactive.
Screening C#Cc1ccc([C@H]2C=C(C(=O)OCC=C)O[C@@H](OCc3ccc(CO)cc3)C2)cc1 returned Yfh1-depleted yeast inactive.
CCCNc1nc(C)cc(-c2cc(C(=O)Nc3ccccc3)on2)n1 was read as Yfh1-depleted yeast inactive.

Overlap with the part before: two entries; new compounds follow.
Screening C#Cc1ccc([C@H]2C=C(C(=O)OCC=C)O[C@@H](OCc3ccc(CO)cc3)C2)cc1 returned Yfh1-depleted yeast inactive.
CCCNc1nc(C)cc(-c2cc(C(=O)Nc3ccccc3)on2)n1 was read as Yfh1-depleted yeast inactive.
CSc1sc(C(=O)O)c2c1C(=O)CC(C)(C)C2 was read as Yfh1-depleted yeast inactive.
O=C1[C@H]2[C@H](C=CC[C@H]2C(=O)N2CCN(c3ccccc3)CC2)CCN1Cc1ccc(Cl)c(Cl)c1 was read as Yfh1-depleted yeast inactive.
`C/C(=C\CNc1ncnc2nc[nH]c12)CO` gave Yfh1-depleted yeast inactive.
`O=C(O)C[C@H]1c2ccccc2S(=O)(=O)N1c1ccccc1` gave Yfh1-depleted yeast inactive.
C#CCNC(=O)C1=C[C@@H](c2ccc(C#C)cc2)C[C@@H](OCc2ccc(CO)cc2)O1 was read as Yfh1-depleted yeast inactive.
For C=C1CCN([C@@H](CC(C)C)C(=O)O)S(=O)(=O)c2ccccc21 the results were Yfh1-depleted yeast inactive.
`COc1ccc([C@H]2/C=C\CN(S(=O)(=O)c3ccc(C)cc3)[C@@H](C)C(=O)N2Cc2ccc(F)cc2)cc1` gave Yfh1-depleted yeast inactive.
`CC(=O)n1cc([C@@H]2C=C(C(=O)N3CCN(C)CC3)O[C@H](OCc3ccc(CO)cc3)C2)c2ccccc21` gave Yfh1-depleted yeast inactive.
Screening Nc1c(Cl)cc(-c2csc(N3CCCC3c3nc4cc(Cl)c(N5CCCCC5)cc4n3CCOCCO)n2)cc1Cl (stereo not given) returned Yfh1-depleted yeast inactive.
`CCc1c(C)[nH]c2c1C(=O)C(CN1CCOCC1)CC2` (stereo not given) gave Yfh1-depleted yeast inactive.
For COC1=CC(=O)C(O)=C(CCCCCCC/C=C/CCCCCCCC2=C(O)C(=O)C=C(OC)C2=O)C1=O the results were Yfh1-depleted yeast inactive.
Screening CCC1=C[C@H]2CN(C1)Cc1c([nH]c3ccccc13)[C@@](C(=O)OC)(c1cc3c(cc1OC)N(C)[C@H]1[C@@](O)(C(=O)OC)[C@H](OC(C)=O)[C@]4(CC)C=CCN5CC[C@]31[C@@H]54)C2 returned Yfh1-depleted yeast inactive.
Screening Cc1nc(-c2ccc(Cl)cc2)sc1C1(C)CC(c2ccc(Br)cc2)=NO1 (stereo not given) returned Yfh1-depleted yeast inactive.
Screening O=C(O)C1=C[C@H](c2ccc(C(F)(F)F)cc2)C[C@H](OCCCCO)O1 returned Yfh1-depleted yeast inactive.
`Clc1nc2ccccc2cc1-c1nnn(-c2ccccc2Br)n1` gave Yfh1-depleted yeast inactive.
For COc1ccc2nc(Nc3nc(CSc4nc5ccccc5s4)cc(=O)[nH]3)nc(C)c2c1 the results were Yfh1-depleted yeast inactive.
O=C1N[C@@H](Cc2cn(S(=O)(=O)c3c(F)c(F)c(F)c(F)c3F)c3ccccc23)C(=O)N[C@H]1Cc1ccccc1 was read as Yfh1-depleted yeast inactive.
`C=C1CCN([C@@H](CC(C)C)C(=O)Nc2nc3ccc(Cl)cc3s2)S(=O)(=O)c2ccccc21` gave Yfh1-depleted yeast inactive.
`O=c1[nH]c(=S)ccn1C1OC(CO)C(O)C1O` (stereo not given) gave Yfh1-depleted yeast inactive.
For CCOC(=O)C1=C(C)NC(=O)NC1C(C)C (stereo not given) the results were Yfh1-depleted yeast inactive.
Screening O=c1c(O)c(-c2ccc(O)cc2)oc2cc(O)cc(O)c12 returned Yfh1-depleted yeast inactive.
CCOC(=O)C1=C(C)NC(C)=C(C(=O)OCC)C1c1ccccc1/C=C/C(=O)OC(C)(C)C was read as Yfh1-depleted yeast inactive.
COC(=O)CCC(=O)OC1(C)C(=O)C=C2C=C(C3CC3)OC=C2C1=O (stereo not given) was read as Yfh1-depleted yeast inactive.
For OCCCn1c(CCNc2nc(-c3ccc(F)cc3)cs2)nc2cc(C(F)(F)F)ccc21 the results were Yfh1-depleted yeast inactive.
`CCCCN1CC[C@H]2C=CC[C@@H](C(=O)Nc3ccc(OC)cc3)[C@H]2C1=O` gave Yfh1-depleted yeast inactive.
NNC(=O)c1ccccc1CO was read as Yfh1-depleted yeast inactive.
Screening COC(=O)C1=C(C(=O)OC)[N+]2=C3N(C(=O)NC2(C)C)[C@H](CO)C[C@@]32c3ccccc3N(Cc3ccccc3)[C@@H]12 returned Yfh1-depleted yeast inactive.
`O=C(CCCC(=O)N1CCc2ccccc21)N1CCc2ccccc21` gave Ins promoter up 0.6 and Ins promoter up cell count 1173.
`Cn1c(=O)c2c(nc(SCc3ccccn3)n2C)n(C)c1=O` gave Ins promoter up 0.71 and Ins promoter up cell count 1068.
Screening CCOc1cc(N2CCOCC2)c(OCC)cc1NC(=O)c1nc2nc(C)cc(C)n2n1 returned Ins promoter up -1.4 and Ins promoter up cell count 1129.
Cc1cc(C)n2nc(C(=O)Nc3ccccc3N3CCOCC3)nc2n1 was read as Ins promoter up 0.09 and Ins promoter up cell count 1003.
O=C(O)CC(CC(=O)Nc1ccc(-c2ccccc2)cc1)c1ccccc1 (stereo not given) was read as Hep lipid drop -15 and Hep lipid drop cells 6.5 µM 729.
Screening CCc1ccc(NC(=O)CNC(=O)[C@@H]2Cc3ccccc3CN2C(=O)OC(C)(C)C)cc1 returned Hep lipid drop 54* and Hep lipid drop cells 6.5 µM 656*.

Source: PubChem BioAssay (several laboratories)

An excerpt, so the mix of outcomes need not match the whole.
